Screens deposited in PubChem by National Center for Advancing Translational Sciences (NCATS).
12-LOX inh – ALOX12 (human) lipoxygenase inhibition | purified 12hLO, xylenol orange hydroperoxide absorbance | P18054 | Potency, µM (doses to about 108 µM), for inactives: at the top dose activity change, negative = inhibition, most hits filed as inhibitors | actives 1.1% (n = 580,000); also: % is scaled to controls: 0 for no effect and ±100 for the full control effect
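Hydroperoxide product was detected by ferrous iron/xylenol orange as the 573 to 405 nm absorbance ratio. Arachidonic acid at 40 uM (final) was turned over for 30 min at room temperature by 150 nM human 12hLO, pH 7.0 Hepes buffer, after 15 min compound preincubation.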
Pin1 inhibitor – human Pin1 inhibition; actives 0.009% (n = 390,000); Pin1 FP peptide displacement, HiFluor488, 10 min; Potency, µM (top dose mostly 115 µM), without a hit: top-dose activity, negative = inhibition, most hits filed as inhibitors; active = well fitted inhibition curve with a large enough effect in the polarisation, with a control signal flat, not every such curve was filed as active; inconclusive = small, poorly fitted or top-dose-only effect, or effect the other way, or a change in a side signal; inactive = no such curve, though single readings can be large or run the other way; the % refers to the polarisation; also: % is scaled to controls: 0 for no effect and ±100 for the full control effect
Target sequence (Q13526 whole entry, looked up): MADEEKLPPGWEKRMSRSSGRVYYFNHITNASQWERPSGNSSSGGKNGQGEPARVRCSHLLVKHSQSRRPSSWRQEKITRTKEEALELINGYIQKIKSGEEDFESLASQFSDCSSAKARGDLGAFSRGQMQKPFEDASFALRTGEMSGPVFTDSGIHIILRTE
ERG-DNA inh – inhibitors of human ERG Ets domain-DNA interaction; P11308; actives 0.028% (n = 370,000); fluorescence polarization, His-ERG Ets domain / labelled DNA; Potency, µM (series often up to 76.9 µM), for the others: top-dose FP activity, negative = inhibition, most hits filed as inhibitors; active = well fitted inhibition curve with a large enough effect in the polarisation, with a control signal flat; inconclusive = small, poorly fitted or top-dose-only effect, or effect the other way, or a change in a side signal; inactive = no such curve, though single readings can be large or run the other way; the % refers to the polarisation;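 also: polarization taken with two DNA probes labelled with fluorescein and Texas red; % of control where 0% means no effect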
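His-tagged ERG Ets domain (1 uM in the protein solution; 300mM KCl, 50mM Tris-HCl, 1mM EDTA, 1mM DTT, pH 7.5) received compound, then a probe mix of 5 nM fluorescein-DNA and 100nM Texas-615-DNA. Fluorescence polarization was read for both dyes.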
PGK inhibitor – blocks T. brucei phosphoglycerate kinase. P07378. PGK/GAPDH coupled, Kinase-Glo luminescence, 60 min. Potency, µM (top dose mostly 57.5 µM), for inactives: at the highest dose activity change, negative = inhibition, hits mostly inhibitors. actives 0.043% (n = 380,000). AID 602233; also: % is scaled to controls: 0 for no effect and ±100 for the full control effect; nearly all actives have a fitted effect of over 60% in size
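Luminescent ATP detection (Kinase-Glo Plus) follows a 60-minute room-temperature incubation, with wells lacking PGK as controls. Buffer: 100 mM TEA (pH 7.6), 5 mM MgCl2, 0.01% Tween-20. Coupling enzyme GAPDH (100 nM final) supplies unstable 1,3-BPG in-well.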
RGS4 inhibitor – blocks human RGS4-accelerated GTP hydrolysis; P49798; actives 0.039% (n = 390,000); AID 504845; Transcreener GDP fluorescence polarization, RGS4-accelerated GTP hydrolysis; Potency, µM (highest dose often 114 µM), inactives show top-dose activity change, negative = inhibition, most hits filed as inhibitors; also: % is scaled to controls: 0 for no effect and ±100 for the full control effect; nearly all actives have a fitted effect of over 75% in size; some results filed as inactive show a strong effect at the top dose
Target sequence (P49798 whole entry, looked up): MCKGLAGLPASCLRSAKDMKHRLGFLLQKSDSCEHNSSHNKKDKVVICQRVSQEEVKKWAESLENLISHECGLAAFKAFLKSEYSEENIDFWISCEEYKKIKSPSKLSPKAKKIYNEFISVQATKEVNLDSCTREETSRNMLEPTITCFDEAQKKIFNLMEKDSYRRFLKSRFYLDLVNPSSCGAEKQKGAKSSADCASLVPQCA
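MLSMR compounds (23 nl, pin-transferred) preincubated 10 min at room temperature with a 500nM (2x) first reagent, then RGS4 at 900nM (2x) plus Transcreener GDP mix added; fluorescence polarization (620/688 nm) read before and after 90 min at 30 °C.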
rTrxR1 inhibitor – rat TrxR1 inhibition; recombinant rTrxR1, NADPH fluorescence consumption, selenite substrate; Potency, µM (series often up to 114 µM), without a hit: top-dose activity change, negative = inhibition, actives largely listed as inhibitors; actives 1% (n = 390,000); AID 588453; also: % is scaled to controls: 0 for no effect and ±100 for the full control effect; nearly all actives have a fitted effect of over 65% in size
Target sequence (O89049 whole entry, looked up): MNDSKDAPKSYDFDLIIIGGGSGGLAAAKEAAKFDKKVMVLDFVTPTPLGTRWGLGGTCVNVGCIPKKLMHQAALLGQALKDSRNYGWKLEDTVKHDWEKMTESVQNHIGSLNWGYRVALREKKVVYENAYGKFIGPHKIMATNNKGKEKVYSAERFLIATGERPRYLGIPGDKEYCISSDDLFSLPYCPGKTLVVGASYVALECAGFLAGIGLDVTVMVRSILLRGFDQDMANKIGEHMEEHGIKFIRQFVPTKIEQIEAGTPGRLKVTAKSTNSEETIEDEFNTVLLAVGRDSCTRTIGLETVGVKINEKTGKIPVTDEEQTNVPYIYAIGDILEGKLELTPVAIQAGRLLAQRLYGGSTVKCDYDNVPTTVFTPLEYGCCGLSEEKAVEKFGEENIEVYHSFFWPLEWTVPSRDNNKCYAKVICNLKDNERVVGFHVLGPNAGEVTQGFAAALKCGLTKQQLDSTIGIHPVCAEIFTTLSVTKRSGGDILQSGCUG
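Rat TrxR1 (90 nM in the dispensed reagent) was pre-reduced with 400 uM NADPH for 5 min at room temperature, then incubated with compound for 15 min. After 400 uM selenite was added, NADPH fluorescence (Ex 340/Em 450 nm) was followed for 8 min.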
GLS inh – glutaminase GLS (human) inhibition; O94925; GLS enzymatic activity, qHTS titration; Potency, µM (top dose mostly 45.5 µM), for inactives: top-dose activity change, negative = inhibition, most hits filed as inhibitors; actives 0.21% (n = 410,000); AID 624170; also: % is scaled to controls: 0 for no effect and ±100 for the full control effect
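Two-point fluorescence kinetic (t0, 30 min RT) for hKGA; glutamate detected via glutamate oxidase–HRP–Amplex Red. Substrate: 1 mM L-glutamine solution; buffer 45 mM KH2PO4, pH 8.2.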
JMJD2A Tudor – inhibitors of human JMJD2A Tudor domain; AlphaScreen JMJD2A-Tudor / H3K4me3 peptide binding; Potency, µM (top dose mostly 114 µM), for the others: top-dose activity change, negative = inhibition, usual class: inhibitors; actives 4.4% (n = 390,000); also: % is scaled to controls: 0 for no effect and ±100 for the full control effect; nearly all actives have a fitted effect of over 50% in size
HP1b binding inh – inhibitors of HP1-beta chromodomain binding to methylated histone tails. AlphaScreen HP1-beta / biotin-H3K9me3 peptide binding. Potency, µM (doses to about 114 µM), inactives show at the top dose activity change, negative = inhibition, usual class: inhibitors. P83916. actives 0.56% (n = 390,000); also: nearly all actives have a fitted effect of over 70% in size; inactives centre near 23
Target sequence (P83916 whole entry, looked up): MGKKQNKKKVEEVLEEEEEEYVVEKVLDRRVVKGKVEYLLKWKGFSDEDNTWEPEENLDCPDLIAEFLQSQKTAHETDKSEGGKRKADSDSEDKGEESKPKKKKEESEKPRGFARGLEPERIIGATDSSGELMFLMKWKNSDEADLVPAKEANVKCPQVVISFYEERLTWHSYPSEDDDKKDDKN
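HP1-beta protein (50 nM final) preincubated 30 min at room temperature with biotinylated H3(1-18)K9me3 peptide (50 nM) in PBS pH 7.4, 0.01% Tween-20, then compound added for 30 min. AlphaScreen streptavidin donor/nickel chelate acceptor beads (10 ug/mL final), 30 min dark, luminescence read.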
* marks the source's active call; other numbers are inactive results; i = inactive; ? = inconclusive; . = not tested or not shown; & = joins results of further samples; [ ] = remark or other dose. Unless noted, calls follow the shape of the dose curve; as a rule, active = well fitted curve in the direction sought with a large enough effect; inconclusive = small, poorly fitted or top-dose-only effect, or another doubt; inactive = no such curve, though single readings can be large; an effect the other way counts as inactive or inconclusive. Potency is read from the fitted curve at half-maximal effect. Not all compounds are listed; count on the stated rates, not on these rows.

12-LOX inh	Pin1 inhibitor	ERG-DNA inh	PGK inhibitor	RGS4 inhibitor	rTrxR1 inhibitor	GLS inh	JMJD2A Tudor	HP1b binding inh	SMILES
0%	8%	2%	6%	-8%	-10%	4%	-9%	24%	Cc1oc2c(c(=O)c1C)C(=O)CC(c1ccccc1)C2 (centres undefined)
-10%	25%&36%	.	-2%	-28%	?	-8%	?	40%[activator]	Cn1nnnc1Sc1ncnc2scc(-c3cc4ccccc4o3)c12
22%	3%	-14%	-2%	-11%	15%[57.1 µM]	0%	-3%	21%	CC(=O)c1cccc(NC(=O)NNC(=O)CCC(=O)Nc2ccc(C)c(C)c2)c1
-29%	2%	-5%	-5%	-18%	8%	-5%	-20%	20%	CCc1ccc(OC)c(S(=O)(=O)Nc2ccc(Cc3ccncc3)cc2)c1
-3%	-6%	2%	0%	11%	10%	-3%	-1%	48%[activator]	COc1ccc(Cl)cc1-c1nc(N)nc(N(C)C)n1
-12%	-11%	6%	-10%	-6%	6%	3%	-3%	20%	O=C(NCC(c1ccco1)N1CCCC1)c1ccccc1F (centres undefined)
0%	4%	-12%	2%	-8%	?	2%	?	4%	COC(Cn1c2c(c3cc(C)ccc31)CCCC2NCc1ccccc1)OC (centres undefined)
225%[activator]	0%	-5%	-2%	11%	-6%	10%	-4%	11%	O=C(N/C=N/O)C1=NOC(CNc2ncc(C(F)(F)F)cc2Cl)C1 (centres undefined)
-25%	0%	0%	-1%	-18%	9%	0%	-17%	4%	O=C(Nc1ccccc1Br)C1CCCN(S(=O)(=O)c2cccc3nsnc23)C1 (centres undefined)
0%	2%	-4%	i	4%	25%	2%	-8%	45%[activator]	CC1CCCCC1NC(=O)CN1C(=O)c2ccccc2S1(=O)=O (centres undefined)
1%[57.4 µM]	4%	0%	-2%	4%	1%[57.1 µM]	0%	-19%	7%	COc1ccc(C(=O)Cn2nnc(-c3ccccc3-n3cnnn3)n2)cc1
1%	-12%	-1%	0%	34%	30%	-3%	21%	65%[activator]	Cc1ccccc1OCc1nc(-c2cccnc2)no1
3%	-3%	-5%	3%	-25%	6%[57.1 µM]	-5%	-8%	57%[activator]	CC1CCCC(C)N1C(=O)CSc1nnc(COc2ccc(F)cc2)o1 (centres undefined)
-28%	?	-13%	-8%	3%	1%	18%	-17%	22%	CCn1cc(C(=O)O)c(=O)c2cc(F)c(N3CCN(C(=S)Nc4ccccc4OC)CC3)cc21
7%	-1%	13%	-8%	-21%	13%[57.1 µM]	8%	-12%	36%	O=C(CNc1ccc(F)cc1)N/N=C/C1CC=CCC1 (centres undefined)
-13%	-4%	-9%	5%	-17%	-6%	4%	-2%	6%	COc1ccccc1C(=O)N/C(=C\c1ccccc1)C(=O)NCc1ccco1
-16%	-7%	8%	-7%	-51%	-3%	-2%	-14%	18%	CCOC(=O)c1nn(-c2ccc(C)cc2)c(=O)cc1OCC(=O)Nc1cccc(OC)c1
-3%	-3%	-1%	-10%	-6%	6%	10%	-13%	36%[activator]	CN(CC(=O)Nc1ccc(OC(F)(F)F)cc1)C(=O)Cc1cccs1
0%	1%	8%	i	-26%	-8%	-6%	-33%	13%	CSCCC(NC(=O)c1ccccc1Cl)C(=O)N1CCN(C(c2ccccc2)c2ccccc2)CC1 (centres undefined)
6%	-1%	4%	i	-10%	0%	-3%	8%	61%[activator]	Cc1cccc(-c2noc(CN(C)C(=O)COc3ccccc3)n2)c1
?	-1%	9%	-3%	11%	-3%	7%	-26%	45%[activator]	O=c1[nH]c2ccccc2cc1-c1nnn(-c2ccc(F)cc2)n1
9%	-5%	-8%	11%	-8%	7%	-2%	3%	47%[activator]	O=C(NC1CC1)c1cccc(NC(=O)C2CCCC2)c1
-15%	3%	-1%	-11%	?	10µM*	-1%	-27%	8%	Cc1ccc(CN(CC2CCCO2)C(=O)CN2C(=O)C(C(C)C)Oc3ccccc32)o1 (centres undefined)
-35%	-2%	6%	4%	6%	-6%	1%	-35%	?	Cc1c(Cc2ccccc2)sc(NC(=O)C(C)(C)C)c1C(N)=O
-3%	0%	-2%	-8%	-21%	14%[57.1 µM]	-8%	-1%	29%	Cc1nnc(NC(=O)CSc2nc(CC(C)C)nc3c2c(=O)n(C)c(=O)n3C)s1

Taken from above.
Under 12-LOX inh, Cc1cccc(-c2noc(CN(C)C(=O)COc3ccccc3)n2)c1 is listed with 6%
Under RGS4 inhibitor, O=C(NCC(c1ccco1)N1CCCC1)c1ccccc1F (centres undefined) is listed with -6%
Under ERG-DNA inh, O=C(N/C=N/O)C1=NOC(CNc2ncc(C(F)(F)F)cc2Cl)C1 (centres undefined) is listed with -5%

Next section
12-LOX inh	Pin1 inhibitor	ERG-DNA inh	PGK inhibitor	RGS4 inhibitor	rTrxR1 inhibitor	GLS inh	JMJD2A Tudor	HP1b binding inh	SMILES
?	?	7%	8%	?	20µM*	1%	79µM*	-21%	O=C(N/N=C/C=C/c1ccco1)/C(=C/c1ccccc1)NC(=O)c1ccccc1
-6%	2%	4%	-3%	20%	18%	5%	-4%	18%	O=C(CSc1ccccc1[N+](=O)[O-])NC1CCS(=O)(=O)C1 (centres undefined)
87%[activator]	-12%	?	-6%	-3%	7%	5%	-7%	42%[activator]	CCOC(=O)C(c1ccccc1)C(Nc1ccc(F)cc1)c1ccccn1 (centres undefined)
-9%	2%	-4%	7%	20%	4%	17%	-11%	10%	COc1ccc(NC(=O)/C(=C/c2cccnc2)NC(=O)c2cccs2)cc1
219%[activator]	-8%	-8%	-10%	3%	11%	21%	?	19%	CN(C)CCN(C(=O)C1CCCCC1)c1nc2cc3c(cc2s1)OCO3
0%	-10%	1%	-11%	-14%	31%	-1%	-10%	25%	Cc1cc(NC(=O)c2c(-c3c(F)cccc3Cl)noc2C)no1
1%[57.4 µM]	?	-6%	-8%	15%	5%	0%	-9%	33%	COc1ccc(C(=O)NC2CCN(C(=S)Nc3cccc(C)c3C)CC2)cc1
4%	-5%	-9%	13%	2%	9%	.	4%	45%[activator]	COC(=O)Cc1nnc(NC(=O)C(C)C)s1
0%	-3%	-13%	.	-5%	26%	-6%	-12%	64%[activator]	CCn1ccc(C(=O)Nc2ccccc2Cl)n1
0%	3%	-1%	i	-29%	13%[57.1 µM]	-5%	3%	40%[activator]	CC(=O)Nc1nc(C2CC2)cc(-c2ccccc2)c1C#N
12%	-14%	-8%	-3%	-14%	-8%	0%	-18%	20%	CC1CC(C)CN(S(=O)(=O)c2ccc(Oc3ccc([N+](=O)[O-])cc3)cc2)C1 (centres undefined)
12%	1%	-11%	-10%	-24%	-4%	-2%	-6%[57.1 µM]	58%[activator]	COc1ccc(/C=C/C(=O)OCC(=O)c2c(C)[nH]c3ccccc23)cc1OC
?	7%	7%	-10%	-11%	16%[57.1 µM]	-1%	7%	18%	Cc1cc(=O)oc2cc(OCCSCCN3CCCC3)ccc12
?	?	-4%	-13%	?	1.4µM*	-3%	?	-12%	O=C(CSc1ccc(-c2nc3ccccc3[nH]2)cn1)N1CCN(C(=O)c2ccco2)CC1
-19%	0%	-4%	i	8%	5%	-1%	?	-5%	CCc1ccc(C(=O)c2cn(Cc3ccccc3)c3cc(OC)c(OC)cc3c2=O)cc1
3%	2%	9%	0%	16%	10%	5%	6%	60%[activator]	Cn1c(-c2ccccc2)cc2onc(-c3ccccc3)c2c1=O
-10%	-5%	1%	-2%	-2%	0%[57.1 µM]	2%	1%	12%	O=S(=O)(NCC1CCCO1)c1cnc(Cl)c(Cl)c1 (centres undefined)
?	23%	-1%	1%	35%	12%	-10%	-19%	14%	Cc1ccc(C(CC(=O)Nc2ccc(C)cc2C)N2Cc3ccccc3C2=O)cc1 (centres undefined)
-27%	10%	8%	6%	11%	36%[activator][57.1 µM]	6%	-12%	6%	COc1cccc(-n2nnc(-c3nc(-c4ccccc4F)no3)c2C)c1
-4%	-3%	10%	i	13%	17%[57.1 µM]	-3%	-17%	14%	O=C(NCCCn1ccnc1)c1ccccc1F
0%	-3%	-2%	i	-13%	-9%	-8%	0%	45%[activator]	CCCCCOC(=O)NCCOC(=O)Nc1ccc(C(=O)OCC)cc1
-28%	2%	13%	i	-1%	-11%	13%	-35%	18%	COC(=O)c1cc(C(=O)OC)cc(N2C(=O)CC(N3CCN(c4ccccc4)CC3)C2=O)c1 (centres undefined)
-2%	-7%	-4%	-4%	43%	0%[57.1 µM]	-5%	-13%	19%	Cc1ccc(C(C)NC(=O)c2ccco2)cc1 (centres undefined)
?	?	0%	-2%	?	14%[57.1 µM]	12%	16%	40%[activator]	Cc1cc(/C=C2\Cc3ccccc3C2=O)c(C)n1-c1ccccc1
.	4%	21%	-16%	-21%	2%	-6%	-9%	27%	O=C(N/N=C\c1cccnc1)c1ccc(Br)s1
?	3%	0%	i	-8%	0%	14%	-12%	42%[activator]	Cc1ccc([C@H]2C(C(=O)O)=CC[C@@H](c3ccc4c(c3)OCO4)N2S(=O)(=O)c2ccc(C)cc2)cc1
0%	2%	-7%	6%	-17%	-3%	5%	-21%	18%	CCOc1ccc(N(CC(=O)Nc2cccc(Br)c2)S(C)(=O)=O)cc1

Marked active in JMJD2A Tudor, among the entries above:
12-LOX inh	Pin1 inhibitor	ERG-DNA inh	PGK inhibitor	RGS4 inhibitor	rTrxR1 inhibitor	GLS inh	JMJD2A Tudor	HP1b binding inh	SMILES
?	?	7%	8%	?	20µM*	1%	79µM*	-21%	O=C(N/N=C/C=C/c1ccco1)/C(=C/c1ccccc1)NC(=O)c1ccccc1
